ADAM17 inh: ADAM17 inhibition, QFRET primary screen; P78536; recombinant ADAM17, EDANS/DABCYL FRET peptide cleavage; inhibition, % at 6.95 µM; actives 0.83% (n = 370,000); AID 720648;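 active = inhibition above the mean of compounds lying between control limits plus 3 SD, set per campaign, cut at about 8.5% in these data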;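 also: 0% = DMSO-only wells as the low control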
Target sequence (P78536 215-824 limits assumed): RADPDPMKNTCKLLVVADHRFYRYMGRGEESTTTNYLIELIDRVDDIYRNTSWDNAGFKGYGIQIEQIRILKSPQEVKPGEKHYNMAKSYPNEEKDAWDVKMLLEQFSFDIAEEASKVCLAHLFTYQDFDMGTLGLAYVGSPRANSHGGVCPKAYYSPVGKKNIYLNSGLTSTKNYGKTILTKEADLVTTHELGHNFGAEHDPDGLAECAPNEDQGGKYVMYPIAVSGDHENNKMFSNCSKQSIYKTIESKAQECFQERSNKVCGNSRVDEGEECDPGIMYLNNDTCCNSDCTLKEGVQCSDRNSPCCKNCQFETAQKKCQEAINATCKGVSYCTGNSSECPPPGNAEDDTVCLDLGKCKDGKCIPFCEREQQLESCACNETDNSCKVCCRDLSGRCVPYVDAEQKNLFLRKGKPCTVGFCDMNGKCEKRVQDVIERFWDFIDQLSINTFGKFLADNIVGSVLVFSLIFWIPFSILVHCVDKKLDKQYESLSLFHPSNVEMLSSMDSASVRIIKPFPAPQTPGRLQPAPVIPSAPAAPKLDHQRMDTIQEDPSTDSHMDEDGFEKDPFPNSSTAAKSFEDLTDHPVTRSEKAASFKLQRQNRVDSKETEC
ssDAF-12 act: S. stercoralis DAF-12 activation, primary screen; activation, % at 6.8 µM; AID 652126; actives 1% (n = 370,000); HEK293 ssDAF-12/GRIP1 lit1-tk-luc reporter, luminescence; % of 3 µM dafachronic acid response;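 active = activation above the mean over all tested compounds plus 3 SD, cut at about 0.9% in these data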;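 also: 0% = DMSO-only wells and 100% = 3 µM delta7-dafachronic acid wells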
DAX1 inh-1: NR0B1 (DAX1) inhibition | HEK293 Gal4-DAX1 luciferase reporter, luminescence | AID 504766 | actives 0.99% (n = 340,000) | inhibition, % at 6.75 µM;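 active = inhibition above the mean over all tested compounds plus 3 SD, cut at about 4.2% in these data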;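 also: 0% = DAX1-transfected cells with DMSO and 100% = empty-vector control cells with DMSO; inhibition shows as a rise in luminescence from relieved DAX1 repression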
Target sequence (P51843 207-470 limits assumed): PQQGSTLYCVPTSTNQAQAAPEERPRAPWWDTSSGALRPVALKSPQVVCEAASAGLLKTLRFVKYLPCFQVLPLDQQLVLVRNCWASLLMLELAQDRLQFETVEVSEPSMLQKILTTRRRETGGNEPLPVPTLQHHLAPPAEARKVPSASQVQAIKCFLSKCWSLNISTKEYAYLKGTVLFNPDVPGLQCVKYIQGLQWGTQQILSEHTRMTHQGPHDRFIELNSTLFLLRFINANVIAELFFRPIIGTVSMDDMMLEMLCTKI
ADAM10 inh: ADAM10 inhibition, QFRET primary screen; O14672; recombinant ADAM10, EDANS/DABCYL FRET peptide cleavage, 3 h; inhibition, % at 7 µM; actives 0.62% (n = 370,000);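 active = inhibition above a per-campaign cutoff equal to the mean of compounds falling between control-based bounds plus 3 SD, cut at about 20% in these data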;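 also: 0% = DMSO wells while the 100% control is not disclosed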
DAX1 inh-2: inhibitors of DAX1 repression of SF-1 activated StAR promoter | HEK293T StAR-luciferase reporter, SF-1/DAX-1 repression relief | inhibition, % at 6.8 µM | actives 1.1% (n = 370,000) | AID 652010;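 active = inhibition above the mean over all tested compounds plus 3 SD, cut at about 3.6% in these data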;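 also: 0% = DAX-1 cells with DMSO and 100% = cells lacking DAX-1 with DMSO; higher inhibition means more luminescence from relief of DAX-1 repression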
PLC-gamma1 inh: inhibitors of human phospholipase C gamma1 | P19174 | purified PLC-gamma1, fluorogenic substrate, fluorescence | inhibition, % at 12.2 µM | actives 0.84% (n = 370,000); in the data active = inhibition above about 9.5%
PLC-beta3 inh: PLC-beta3 (human) inhibition, primary screen; Q01970; Purified PLC-beta3, fluorogenic substrate, fluorescence; inhibition, % at 12.2 µM; actives 0.18% (n = 370,000); AID 720704; in the data active = inhibition above about 11%;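 also: 0% = median of compound wells on plate and 100% = full blocker control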
hgDAF12 agonist: agonists of H. glycines DAF-12 nuclear receptor. HEK293 GAL4-hgDAF12 UAS-luciferase reporter, agonist luminescence; normalized to butyrate control. activation, % at 6.8 µM. actives 1.8% (n = 370,000). AID 687014;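 active = activation above a cutoff set at the mean of all screened compounds plus 3 SD, cut at about 10% in these data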;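 also: 0% = DMSO wells and 100% = sodium butyrate wells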
sPLA2-III inh: Inhibits HGIII-sPLA2 liposome hydrolysis, primary screen; Q9NZ20; QFRET BODIPY PC-A2 liposome hydrolysis, fluorescence; inhibition, % at 12.2 µM; actives 0.56% (n = 370,000);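 active = inhibition above mean plus 3 SD of compounds lying within the high and low control bounds, cut at about 19% in these data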;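 also: 0% = median of test compound wells and 100% = no enzyme DMSO wells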
hcDAF-12 act: activators of H. contortus DAF-12 nuclear receptor. actives 1.4% (n = 370,000). activation, % at 6.8 µM. HEK293 hcDAF-12 lit1-tk-luc reporter, luminescence; 0% DMSO, 100% Δ7-dafachronic acid;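 active = activation above the mean of all tested compounds plus 3 SD, cut at about 5.5% in these data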;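 also: 100% = response to 3 µM Δ7-dafachronic acid high control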
FXN GAA850 act: activators of GAA850 frataxin (FXN) promoter. HEK293 lucGAA850 FXN promoter luciferase reporter, 24 h; percent of 10 µM SAHA response. activation, % at 6 µM. actives 0.56% (n = 360,000). AID 540364;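 active = activation above the average of all compounds screened plus 3 SD, cutoff fixed separately per campaign, cut at about 7.5% in these data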;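 also: 0% = DMSO wells and 100% = 10 µM SAHA wells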
* hit, by the source's call; i = inactive; nt = not tested or not shown; & = joins results of further samples.

SMILES	ADAM17 inh	ssDAF-12 act	DAX1 inh-1	ADAM10 inh	DAX1 inh-2	PLC-gamma1 inh	PLC-beta3 inh	hgDAF12 agonist	sPLA2-III inh	hcDAF-12 act	FXN GAA850 act
CC1(C)CC(C2N3CC4(C)CN2CC(C)(C3)C4=O)CCO1 (centres undefined)	3.5	-1.3	-0.4	0.2	-0.2	12.9*	0.5	-0.8	-0.4	-0.4	2.6
O=C(COC(=O)C1CCN(C(=O)Nc2ccccc2)CC1)NCC(F)(F)F	-1.7	-1.2	0.0	0.9	0.2	-0.5	1.0	4.3	4.4	-0.9	0.3
C/C(=N\N=C\c1ccccc1F)c1nnn(-c2nonc2N)c1C	-3.1	-0.1	1.8	6.5	1.7	-0.7	0.6	7.1	-5.2	0.9	10.1*
COc1ccccc1CN1CCCC(C(=O)N(C)Cc2ccccc2)C1 (centres undefined)	-4.7	-1.8	-1.1	1.1	-0.2	-0.1	-0.4	-1.5	1.8	-0.9	0.9
CC(C)(C)SCCNC(=O)CSc1ccccc1	-3.5	-0.7	0.3	5.7	1.6	0.6	1.6	3.4	0.6	2.2	2.6
Nn1c(SCC(=O)N2CCN(S(=O)(=O)c3ccc(Cl)cc3)CC2)nnc1-c1cccs1	-6.7	-1.3	0.8	-5.1	-0.5	-0.5	-1.1	1.0	-3.4	-1.2	-3.4
Cc1ccccc1-c1nc2ccccc2c(=O)o1	-4.0	-0.7	0.5	-0.3	0.2	-1.3	-1.1	-3.4	-3.4	0.8	1.6
CCCCCCSc1ccc([C@H]2N[C@@](Cc3ccccc3)(C(=O)OC)[C@H]3C(=O)N(C)C(=O)[C@@H]23)cc1	-3.4	-1.2	1.1	-0.2	-0.6	4.0	0.5	3.2	1.3	-0.3	-4.7
Cc1cc2nc(C(C)(C)C)c(Cc3ccccc3C(F)(F)F)n2c(C)c1Br	-6.1	-0.8	nt	-13.4	2.1	-10.2	-13.2	0.8	-21.6	0.3	nt
CCOC(=O)C1=CN(C)C=C(C(=O)OCC)C1c1ccsc1	i	-0.8	-0.7	i	-0.9	i	i	0.2	4.2	-1.6	1.6
CSc1ccc(Cl)c(C(=O)OCC(=O)N2CCN(C(=O)c3ccco3)CC2)c1	-20.7	-1.4	-0.4	-67.3	-1.1	-11.9	-20.6	0.2	-0.5	0.5	1.2
COc1ccc(C/C(N)=N/OC(=O)Cc2ccc(OC)c(OC)c2)cc1	-5.1	-1.2	-0.9	4.0	-0.3	-0.4	-0.4	-2.3	-2.9	-4.3	3.3

Shown as a hit in PLC-gamma1 inh, among the entries above:
molecule | ADAM17 inh | ssDAF-12 act | DAX1 inh-1 | ADAM10 inh | DAX1 inh-2 | PLC-gamma1 inh | PLC-beta3 inh | sPLA2-III inh | hcDAF-12 act
CC1(C)CC(C2N3CC4(C)CN2CC(C)(C3)C4=O)CCO1 (centres undefined) | 3.5 | -1.3 | -0.4 | 0.2 | -0.2 | 12.9* | 0.5 | -0.4 | -0.4

(list continues)
SMILES	ADAM17 inh	ssDAF-12 act	DAX1 inh-1	ADAM10 inh	DAX1 inh-2	PLC-gamma1 inh	PLC-beta3 inh	hgDAF12 agonist	sPLA2-III inh	hcDAF-12 act	FXN GAA850 act
COCc1ccc(C(=O)NC2CCCc3c2cnn3-c2ccc(C)c(C)c2)o1 (centres undefined)	1.2	-0.8	-1.9	1.9	-2.9	-0.4	-8.1	-5.7	-5.2	-4.8	0.3
CCOC(=O)c1cccc(NC(=O)C2CCCN(S(=O)(=O)c3c(C)nn(C)c3C)C2)c1 (centres undefined)	-0.6	-2.0	-3.2	-15.9	-2.1	3.1	-0.3	-1.3	-1.3	-2.6	-1.8
COc1ccc(S(=O)(=O)Cc2ccc(C(=O)N3CCN(c4ccccc4)CC3)o2)cc1	-3.1	-1.7	1.6	-8.4	1.4	0.0	1.9	2.9	-2.9	-1.3	0.1
CCOC(=O)/C=C1\SCC(=O)N1Cc1nnc(-c2ccccc2Br)o1	-2.7	-0.9	0.2	-1.0	-0.3	-13.2	-18.2	-1.5	-15.2	-1.0	-0.3
COc1ccccc1-c1ccc([C@@H]2C[C@H]3[C@H](CON3C)CN2CC2CCCCC2)cc1	6.8	-0.3	nt	1.6	0.4	5.2	6.4	5.5	7.4	2.3	nt
COCCNC(=O)Cn1cnc([N+](=O)[O-])n1	-3.5	-1.7	2.0	-0.4	0.3	0.8	0.3	-1.6	1.5	-1.0	-0.4
COc1ccc(-c2nonc2NC(=O)c2oc3ccccc3c2C)cc1OC	0.5	-1.2	-1.2	4.1	0.1	0.9	-6.1	0.6	0.5	-1.1	3.1
Brc1ccc(-c2ccc(/C=N/Nc3nc4ccccc4[nH]3)o2)cc1	-27.4	-0.7	3.6	-69.2	1.0	i	i	9.4	16.8	5.3	5.6
Cc1ccc(C(OC(=O)c2ccco2)C(=O)NC2CCCC2)cc1 (centres undefined)	0.7	-1.1	-1.3	1.5	0.1	4.0	-2.9	-1.9	1.7	0.0	-1.8
COc1ccc(C(=O)Nc2nc(CC(=O)NCCc3ccccc3)cs2)cc1	2.4	-0.4	-0.3	-6.4	0.3	-2.4	-8.2	-1.6	-2.8	-0.2	1.8
Cc1ccc2cc(CN(CC3CCCO3)C(=O)C(C)C)c(=O)[nH]c2c1 (centres undefined)	-8.8	-0.8	0.5	-27.5	-0.5	-1.3	-4.8	0.7	1.0	0.5	-1.5
O=C(N/N=C/c1cc(Cl)cc([N+](=O)[O-])c1O)c1cccc(S(=O)(=O)N2CCOCC2)c1	0.7	-1.2	0.7	7.6	-0.1	1.6	-13.5	3.4	5.0	-0.8	1.4
CCOc1ccc(N2C(=O)CC(N(CCc3ccccc3)C(=O)/C=C/C(=O)O)C2=O)cc1 (centres undefined)	-3.1	-0.6	nt	3.6	-0.3	2.0	2.0	2.3	3.5	0.0	1.5
Cn1c(=O)c2c(ncn2CC(=O)N2CCN(c3ccc(F)cc3)CC2)n(C)c1=O	-5.2	-1.3	1.9	5.8	-0.3	-0.3	3.5	-0.2	-0.3	-1.5	0.8
CCN(CC)CCn1c(NC(=O)c2ccc(C(F)(F)F)cc2)nc2ccccc21	-1.0	-0.7	0.5	-5.4	-0.4	-5.2	-9.0	-0.3	4.4	0.1	2.3
CC(C)(C)c1cc[n+](C2=C([O-])c3ccccc3C(=O)/C2=N\S(=O)(=O)c2cccs2)cc1	-1.8	-2.4	nt	-1.7	-1.6	5.4	-7.3	-8.7	6.0	-0.7	-9.0
CCOC(=O)C1CCN(C(=O)C2(NC(=O)Nc3cccc(F)c3)CCCCC2)CC1	-0.1	-1.4	0.3	-2.2	-0.1	1.7	-1.1	3.1	3.5	-0.2	-1.3
COc1c(C(=O)Nc2nccs2)ccc2ccccc12	1.8	-0.6	3.4	-8.3	0.8	-3.0	-14.2	8.5	2.4	4.8	3.2
COc1cc(Cl)c(CNC[C@H]2O[C@@H](n3cnc4c(=O)[nH]c(N)nc43)[C@H](O)[C@@H]2O)c(Cl)c1O	-2.2	-0.7	nt	-15.2	0.6	-1.1	-0.8	2.2	5.8	1.1	nt
CCOc1cc(/C=N/NS(=O)(=O)c2ccc(OC)cc2)ccc1OCCN1CCOCC1	-1.2	-1.2	-1.2	-8.3	0.2	8.7	-2.3	1.4	17.5	-2.5	-0.2
CC1(C)CC(=O)C=C(C(=O)NC2CCCc3c2cnn3-c2cc(F)cc(F)c2)O1 (centres undefined)	-2.1	-1.3	1.1	-11.1	0.3	2.4	-6.1	-1.6	2.8	0.2	1.6
NS(=O)(=O)Cc1noc2ccccc12	-3.0&-2.1	-1.6&-1.1	-0.2&-1.1	-12.9&-2.3	-0.3&-0.8	-1.1&-1.9	-4.7&1.4	0.7&3.8	9.9&1.4	-1.1&0.1	2.9&0.2
Cc1csc(=O)n1CC(=O)OCC(=O)NCc1ccc(Cl)cc1Cl	-4.2	-1.1	0.2	-3.7	-0.7	0.2	-3.1	1.9	4.2	-0.8	0.9
C[C@@H]1CN(Cc2nc(-c3cnccn3)no2)C[C@H](C)O1	2.4	-0.2	-0.5	9.2	-0.4	6.1	-1.7	5.2	11.5	-0.7	-0.4
O=C(NCc1ccc2c(c1)OCO2)C1CC(=O)N(CCc2ccc(F)cc2)C1 (centres undefined)	0.0	-1.6	1.2	5.6	-0.1	1.5	-4.9	0.3	-1.9	0.9	0.6
COc1ccc(/C=C(/NC(=O)c2ccco2)C(=O)NCc2ccco2)cc1OC	-2.2	-1.3	0.5	-13.5	0.6	-1.8	-9.3	1.1	2.9	1.1	-0.1
COc1cccc(C2Nc3c(F)cc(Br)cc3C3C=CCC32)c1OC (centres undefined)	-2.1	-1.6	0.0	-6.7	0.0	-10.8	-2.5	-0.8	-0.5	0.6	1.7
Cc1nc2scc(-c3cccs3)c2c(=O)n1N	-1.1	-2.2	0.1	3.5	-0.6	4.0	3.1	1.0	2.9	-1.7	0.3
CCCn1nnc2c(=O)oc3ccccc3c21	-2.1	0.1	0.3	-6.5	0.3	0.1	1.4	4.2	2.4	2.0	0.9
CNC(=O)C(Sc1ccccc1)c1ccccc1 (centres undefined)	0.0	-0.3	1.0	8.6	0.1	5.5	2.6	-3.0	5.7	-0.3	0.3
CCOC(=O)Cn1c(=O)c2c(nc(N3CCCCC3)n2C)n(C)c1=O	7.0	-1.2	-0.2	0.0	-0.4	1.3	8.8	2.0	19.8*	1.8	-0.7
COc1ccc(C(=O)Nc2ccc(NC(=O)C3CC3)nc2)cc1	-3.1	-1.3	-2.0	-5.7	-0.6	-0.6	-3.9	-0.2	1.2	-0.1	-0.5
O=S1(=O)[C@H]2C[C@H](CO)O[C@@]2(CO)CN1Cc1ccc(-c2cccc(Cl)c2)cc1	2.2	-1.0	-1.4	-5.2	1.0	-0.6	-8.1	-3.4	-22.1	-3.0	-2.7
CC(C)Cn1c(=O)c2sccc2n2c(CCCC(=O)N3CCC(N4CCCCC4)CC3)nnc12	-3.5	-1.1	2.0	-12.4	1.0	-1.6	-9.4	3.1	-4.7	-0.6	0.0
NS(=O)(=O)c1cccc(NC(=O)COC(=O)Cc2ccc(S(=O)(=O)N3CCCCC3)s2)c1	-1.1	-1.3	1.3	0.3	0.1	-8.3	-8.8	-1.7	-35.0	0.3	-1.1
Cc1ccc2c(c1)-c1c(ssc1=S)C(C)(C)N2C(=O)CN1C(=O)c2ccccc2C1=O	-2.2	0.0	-0.6	7.9	0.2	-1.9	-48.6	2.2	3.8	3.3	-1.1
CCc1nnc(NC(=O)C2CCN(c3cnccn3)CC2)s1	-2.6	-0.9	0.3	-14.5	-0.3	-10.6	-13.1	-0.5	9.2	0.6	0.4
Cc1ccccc1NC(=O)Cc1nc(COC(=O)CSc2ccc(F)cc2)cs1	0.5	-0.4	0.2	5.8	-1.1	1.1	1.0	5.5	-49.5	-1.2	-0.5
COc1ccc(N2C(=O)C3CCCN3C2c2cccc(F)c2)cc1Cl (centres undefined)	-7.9	-1.2	0.2	-3.6	0.6	1.0	0.4	0.1	4.3	-1.5	3.6
